Source: PubChem BioAssay (National Center for Advancing Translational Sciences (NCATS))
SMN2 splice enh: enhancers of SMN2 splice variant expression. HEK293 SMN2-luciferase splicing reporter, luminescence, 30-36 h. Potency, µM (highest dose often 46.1 µM), inactives show at the top dose activity change, positive = activation, hits mostly activators. hit rate 2.8% among 210,000; further: % of control where 0% means no effect; nearly all actives have a fitted effect of over 55% in size
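qHTS luciferase splicing reporter: luminescence rises when SMN2 exon 7 is included in transfected HEK293 cells. Compound exposure lasted 30-36 h at 37C, with 4.5 mM final sodium butyrate as control, followed by a ONE-Glo read.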
GoLoco inh red: blocks human Gai1 binding to RGS12 GoLoco peptide, red readout | P63096 | Gai1:RGS12 GoLoco peptide FP, rhodamine, 10 min | Potency, µM (highest dose often 61.6 µM), for the others: at the top dose activity, negative = inhibition, hits mostly inhibitors | hit rate 0.44% among 230,000; active means well fitted inhibition curve with a large enough effect, not every such curve was filed as active; inactive means no such curve, though single readings can be large or run the other way; further: on the % scale 0 is the no-effect control and ±100 the full control effect; nearly all actives have a fitted effect of over 30% in size; many of its hits are not listed in these tables
Epigenetic reg: derepresses silenced GFP reporter in murine cells. murine LDR cells, GFP reporter derepression, 30 h. Potency, µM (highest dose often 53.9 µM), for the others: at the top dose GFP activation, hits mostly activators. AID 1865. hit rate 0.2% among 280,000; further: % of control where 0% means no effect; nearly all actives have a fitted effect of over 60% in size
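Reporter derepression read as number of fluorescent GFP-positive objects, 20-120 um in size, counted by laser-scanning cytometer. Mouse LDR line with an epigenetically silenced CMV-GFP locus; compound incubation 30 h, 37 C.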
RECQ1 helicase: inhibitors of human RECQ1 DNA helicase | P46063 | RECQ1 DNA unwinding, red fluorescence kinetic read | Potency, µM (highest dose often 57.3 µM), without a hit: at the highest dose activity, negative = inhibition, actives largely listed as inhibitors | hit rate 0.54% among 240,000;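 further: plate controls were vehicle for no effect and no enzyme for full effect; nearly all actives have a fitted effect of over 30% in size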
Target sequence (P46063 whole entry, looked up): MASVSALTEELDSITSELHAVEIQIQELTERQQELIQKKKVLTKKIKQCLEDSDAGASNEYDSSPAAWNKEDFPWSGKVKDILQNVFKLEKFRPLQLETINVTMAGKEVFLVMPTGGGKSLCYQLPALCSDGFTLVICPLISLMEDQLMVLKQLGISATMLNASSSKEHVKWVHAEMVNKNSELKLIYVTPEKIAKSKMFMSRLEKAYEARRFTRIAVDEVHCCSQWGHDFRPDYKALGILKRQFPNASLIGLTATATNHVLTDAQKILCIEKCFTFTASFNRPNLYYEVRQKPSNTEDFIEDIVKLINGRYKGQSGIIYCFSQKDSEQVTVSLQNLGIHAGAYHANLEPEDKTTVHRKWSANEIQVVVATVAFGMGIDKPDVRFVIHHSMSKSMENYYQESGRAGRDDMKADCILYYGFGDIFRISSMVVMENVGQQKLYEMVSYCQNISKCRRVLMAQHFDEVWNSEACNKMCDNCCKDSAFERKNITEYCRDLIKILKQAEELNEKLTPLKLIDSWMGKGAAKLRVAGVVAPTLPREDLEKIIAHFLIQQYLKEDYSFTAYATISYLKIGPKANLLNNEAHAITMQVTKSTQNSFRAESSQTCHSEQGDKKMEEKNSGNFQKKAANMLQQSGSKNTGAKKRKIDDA
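RECQ1T1 50 nM; forked duplex (20 bp + 30-nt ss tails) 200 nM, ATP 2 mM final; pH 8.0, 2 mM MgCl2, 2.5 ug/ml poly(dI-dC); 15 min compound preincubation; discontinuous kinetic read over 2 h at RT.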
KinaseGlo FLuc: counter-screen: inhibitors of Kinase-Glo firefly luciferase | Q27757 | Kinase-Glo luciferase, ATP luminescence, 8 min | Potency, µM (top dose mostly 38.3 µM), for the others: top-dose activity change, negative = inhibition, hits mostly inhibitors | hit rate 0.28% among 200,000 | AID 1379; further: on the % scale 0 is the no-effect control and ±100 the full control effect; nearly all actives have a fitted effect of over 60% in size
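Luminescence was the read-out, taken after 8-minute incubation at ambient temperature. Luciferase turned over luciferin with 10 uM ATP in imidazole pH 7.2 buffer containing KCl, MgCl2, Tween 20 and BSA.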
NPSR antagonist: blocks cAMP signaling of the human neuropeptide S receptor; Potency, µM (series often up to 38.3 µM), without a hit: at the top dose activity change, negative = inhibition, most hits filed as inhibitors; AID 1461; CHO-NPSR cells, cAMP TR-FRET, antagonist mode; Q6W5P4; hit rate 1% among 220,000; further: on the % scale 0 is the no-effect control and ±100 the full control effect; nearly all actives have a fitted effect of over 50% in size; many of its hits are not listed in these tables
IMPase Li inh: membrane-permeable IMPase blocker, potentiated with lithium | Potency, µM (doses to about 59.4 µM), for inactives: top-dose activity, negative = IMPase inhibition, most hits filed as inhibitors | hit rate 0.35% among 210,000 | CHO-M1 cells, IP1 TR-FRET (IP-One), carbachol + lithium;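 further: IP1 builds up when IMPase is blocked and the TR-FRET signal falls; plate controls were basal vehicle for no effect and high inhibitor control for full effect; nearly all actives have a fitted effect of over 50% in size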
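CHO-M1, 2000 cells/well, 16–30 h culture; cpd + low Li+, 30 min 37C; lysis with d2-IP1/Eu-anti-IP1 Ab, 10 min RT; TR-FRET 665/620 ratio and 620 channel; AC50 via Hill.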
KDM4E inh: inhibitors of human JMJD2E histone demethylase | B2RXH2 | JMJD2E catalytic domain, FDH-coupled NADH fluorescence (FDH is formaldehyde dehydrogenase) | Potency, µM (series often up to 57.1 µM), inactives show at the highest dose activity change, negative = inhibition, usual class: inhibitors | hit rate 1.6% among 230,000 | AID 2147; active means well fitted inhibition curve with a large enough effect, not every such curve was filed as active; inconclusive means small, poorly fitted or top-dose-only effect, or another doubt; inactive means no such curve, though single readings can be large or run the other way;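 further: 0% = wells with enzyme and -100% = buffer wells without enzyme; nearly all actives have a fitted effect of over 50% in size; many of its hits are not listed in these tables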
Target sequence (B2RXH2 1-337 limits assumed): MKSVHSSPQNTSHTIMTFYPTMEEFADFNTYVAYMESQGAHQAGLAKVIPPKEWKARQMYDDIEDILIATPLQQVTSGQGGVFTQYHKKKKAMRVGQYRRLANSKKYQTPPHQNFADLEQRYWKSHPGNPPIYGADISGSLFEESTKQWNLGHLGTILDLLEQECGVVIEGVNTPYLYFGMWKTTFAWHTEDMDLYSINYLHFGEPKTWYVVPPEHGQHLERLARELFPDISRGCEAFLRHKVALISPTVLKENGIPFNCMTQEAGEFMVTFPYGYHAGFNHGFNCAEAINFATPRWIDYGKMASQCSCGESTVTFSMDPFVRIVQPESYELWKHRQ
* = called active by the depositor; i = inactive; ? = inconclusive; nt = not tested or not shown; [ ] = another dose, or the depositor's remark. Unless noted, the call rests on the fitted dose curve; in most records, active means well fitted curve in the direction sought with a large enough effect; inconclusive means small, poorly fitted or top-dose-only effect, or another doubt; inactive means no such curve, though single readings can be large; an effect the other way counts as inactive or inconclusive. Potency means the concentration at half of the fitted maximal effect.

no. | structure | SMN2 splice enh | GoLoco inh red | Epigenetic reg | RECQ1 helicase | KinaseGlo FLuc | NPSR antagonist | IMPase Li inh | KDM4E inh
1 | Cc1ccc(S(=O)(=O)c2nc(-c3ccco3)oc2NCC2CCCO2)cc1 (stereo not given) | ? | 8% | -5.6% | -5% | -4% | -11% | -4% | ?
2 | S=C1NC2(CCCCC2)Nc2ccccc21 | nt | 15% | -1.4% | 7% | 0% | 33% | -6% | ?
3 | CC(=O)Nc1ccc(NC(=O)C(F)(F)F)cc1 | 7% | -7% | -2.0% | -2% | 3% | 11%[46.1 µM] | -4% | -5%
4 | CCC(C(=O)OC)n1cnc2c(nnn2-c2ccc(OC)cc2)c1=O (stereo not given) | 5% | 4% | -0.9% | -9% | 0% | -7%[46.1 µM] | 6%[38.3 µM] | 3%
5 | Cc1ccc(C)c(N2CCN(C(=O)c3ccc(Cn4c(=S)[nH]c5ccc(N6CCOCC6)cc5c4=O)cc3)CC2)c1 | nt | 7% | -1.7% | 18% | -1% | -16% | -16% | ?
6 | Cc1ccc(C(=O)NCC(=O)N/N=C/c2sccc2C)cc1[N+](=O)[O-] | -9% | -2% | 11% | i | -1% | 7% | 21% | -1%
7 | c1ccc2oc(NC3=NCN(CC4CCCO4)CN3)nc2c1 (stereo not given) | 13µM* | -1% | 0.0% | i | -2% | 7%[46.1 µM] | 28%[38.3 µM] | 0%
8 | CCOC(=O)c1cc(-c2ccc(F)cc2)n(CC(=O)N2CCCC2)c1C | -14% | 9% | 0.0% | -12% | -1% | -20%[46.1 µM] | 6% | -1%
9 | Cc1ccc(C(=O)NCC(C)(C)N2CCOCC2)s1 | -20% | -9% | 0.0% | -13% | -2% | 6%[46.1 µM] | 23%[38.3 µM] | -8%
10 | COC(=O)c1ccc(Oc2coc3cc(OCc4ccc([N+](=O)[O-])cc4)ccc3c2=O)cc1 | 0% | 18% | -1.1% | -1% | 2% | 11% | 5% | ?
11 | Cc1ccc(OCC(=O)NCc2cccs2)c([N+](=O)[O-])n1 | 12% | -7% | 1.1% | 26% | -2% | 14% | 8% | 10%
12 | COc1ccc(CNC(=O)C(c2ccncc2)N(C(=O)Cc2cccs2)c2ccc(C)cc2)cc1 (stereo not given) | -7% | -5% | 8.5% | -1% | 5% | -28%[46.1 µM] | 11%[38.3 µM] | -5%
13 | COc1cccc(-c2cc(N3C(=O)Nc4ccccc4N3O)n[nH]2)c1 | -6% | 6% | 0.0% | -13% | -1% | -2%[46.1 µM] | 2% | 8%
14 | CCOc1ccc(CCN2CN(CC)CNC2=S)cc1OCC | -26% | -1% | -0.3% | -12% | 0% | 14% | -5% | -2%
15 | COC(=O)C1CCN(c2nc3ccccc3nc2C(C#N)C(=O)OCC(C)C)CC1 (stereo not given) | -12% | 8% | 9.8% | i | 2% | ? | 45%[activator][38.3 µM] | -9%
16 | Fc1ccccc1COc1ccc(Br)cc1CNCc1cccnc1 | -27% | 2% | 0.9% | -13% | -3% | -20% | 13% | -4%
17 | COc1ccc(Cc2nnc(N/N=C/c3ccc(O)cc3)[nH]c2=O)cc1OC | -86%[inhibitor] | 13% | 1.1% | -1% | 3% | -9%[46.1 µM] | 6% | 14µM*
18 | Nc1ccc2cn[nH]c2c1 | -25% | 10% | 4.1% | -6% | 0% | 6% | 7% | ?
19 | CC(C)Cn1c([N+](=O)[O-])nc2c1c(=O)[nH]c(=O)n2C | nt | 4% | 3.9% | -14% | nt | ? | nt | ?
20 | N#Cc1cnn(-c2nc(SCc3ccccc3)nc3sc4c(c23)CCCC4)c1N | -1% | 7% | -0.7% | 7.9µM* | 1% | -13%[46.1 µM] | 8%[38.3 µM] | -4%
21 | CCOC(=O)Cn1c(=O)c(-c2ccccc2N)nc2ccccc21 | nt | 7% | 1.0% | i | nt | -5% | nt | -1%
22 | Cc1ccc2nc(Cl)c(CNCc3ccccc3)cc2c1 | nt | 11% | -1.1% | -4% | -3% | 15% | 9% | 6%
23 | O=c1c2ccccc2nnn1-c1ccc(Br)cc1 | nt | 2% | -1.2% | 4% | nt | -9% | nt | 5%
24 | COCCNC(=O)CN(Cc1ccc2c(c1)OCO2)C(=O)CCC(=O)Nc1nccs1 | 24% | 7% | 0.0% | -6% | 1% | -1%[46.1 µM] | -7% | 3%
25 | C=CCNC(=O)C1CC2Cn3c(nc4ccccc43)C2N1C (stereo not given) | nt | -8% | 4.4% | -11% | nt | 10% | nt | ?
26 | O=C(NCc1cccs1)c1ccc2c(c1)OCCO2 | ? | 0% | 1.3% | -2% | 3% | -2%[46.1 µM] | -5%[38.3 µM] | 7%
27 | Cc1cc(=O)[nH]c(SCC(=O)N2CCc3ccccc3C2)n1 | ? | -12% | 1.0% | -2% | -4% | 0%[46.1 µM] | 29%[38.3 µM] | -2%
28 | COc1ccc2c(Cl)c(C(=O)N/N=C3\CCCC(=O)C3)sc2c1 | ? | 239%[activator] | 11µM* | ? | -2% | -2% | -15% | 18µM*
29 | CCn1c(SCC(=O)Nc2cc(OC)c(OC)c(OC)c2)nnc1-c1cccs1 | -22% | -5% | -3.2% | i | -1% | -13%[46.1 µM] | -3%[38.3 µM] | -3%
30 | c1cncc(-c2nc3cc4ccccc4cc3[nH]2)c1 | 4µM* | 25% | -0.5% | -1% | ? | -11%[46.1 µM] | -28%[38.3 µM] | ?

Entries listed so far that contain a thiophene ring, fused or not (8):
no. | structure | SMN2 splice enh | GoLoco inh red | Epigenetic reg | RECQ1 helicase | KinaseGlo FLuc | NPSR antagonist | IMPase Li inh | KDM4E inh
6 | Cc1ccc(C(=O)NCC(=O)N/N=C/c2sccc2C)cc1[N+](=O)[O-] | -9% | -2% | 11% | i | -1% | 7% | 21% | -1%
9 | Cc1ccc(C(=O)NCC(C)(C)N2CCOCC2)s1 | -20% | -9% | 0.0% | -13% | -2% | 6%[46.1 µM] | 23%[38.3 µM] | -8%
11 | Cc1ccc(OCC(=O)NCc2cccs2)c([N+](=O)[O-])n1 | 12% | -7% | 1.1% | 26% | -2% | 14% | 8% | 10%
12 | COc1ccc(CNC(=O)C(c2ccncc2)N(C(=O)Cc2cccs2)c2ccc(C)cc2)cc1 (stereo not given) | -7% | -5% | 8.5% | -1% | 5% | -28%[46.1 µM] | 11%[38.3 µM] | -5%
20 | N#Cc1cnn(-c2nc(SCc3ccccc3)nc3sc4c(c23)CCCC4)c1N | -1% | 7% | -0.7% | 7.9µM* | 1% | -13%[46.1 µM] | 8%[38.3 µM] | -4%
26 | O=C(NCc1cccs1)c1ccc2c(c1)OCCO2 | ? | 0% | 1.3% | -2% | 3% | -2%[46.1 µM] | -5%[38.3 µM] | 7%
28 | COc1ccc2c(Cl)c(C(=O)N/N=C3\CCCC(=O)C3)sc2c1 | ? | 239%[activator] | 11µM* | ? | -2% | -2% | -15% | 18µM*
29 | CCn1c(SCC(=O)Nc2cc(OC)c(OC)c(OC)c2)nnc1-c1cccs1 | -22% | -5% | -3.2% | i | -1% | -13%[46.1 µM] | -3%[38.3 µM] | -3%

Next part
no. | structure | SMN2 splice enh | GoLoco inh red | Epigenetic reg | RECQ1 helicase | KinaseGlo FLuc | NPSR antagonist | IMPase Li inh | KDM4E inh
31 | CNC(=O)NC(=O)CSc1nnc(-c2ccc(F)cc2)n1CC1CCCO1 (stereo not given) | -40%[inhibitor] | -7% | 2.9% | -1% | 1% | 17% | 7% | -6%
32 | Cc1nn(C(C)CC(=O)O)c(C)c1Br (stereo not given) | 13% | 7% | -0.3% | -7% | 3% | -4%[46.1 µM] | 27%[38.3 µM] | 3%
33 | CCOC(=O)c1cnc2nc(C(F)(F)F)[nH]n2c1=O | 15% | -5% | 1.0% | i | -6% | -3%[46.1 µM] | 14%[38.3 µM] | -20%
34 | Cc1cc(C(F)F)nn1CC(=O)NCc1ccc(Cl)cc1Cl | 7% | -12% | -2.0% | i | 0% | -12%[46.1 µM] | 4% | 3%
35 | O=C(NNC(=S)NCc1ccccc1)c1ccc2c(c1)OCO2 | 0% | 14% | -0.9% | i | 0% | 5% | 0% | 1%
36 | O=C(c1ccco1)N1CCN(S(=O)(=O)c2ccc(F)cc2)CC1 | nt | 1% | -1.0% | 2% | 0% | -6%[46.1 µM] | 28%[38.3 µM] | -4%
37 | C=CCOc1cccc(C2/C(=C(/O)c3ccccc3)C(=O)C(=O)N2CCN2CCOCC2)c1 (stereo not given) | -5% | 0% | 2.3% | i | -4% | -5%[46.1 µM] | -1%[38.3 µM] | -19%
38 | CCn1c(-c2cc(-c3cccc(OC)c3)nc3ccccc23)n[nH]c1=S | 2% | 9% | -3.8% | 12% | -4% | -14%[46.1 µM] | 22%[38.3 µM] | ?
39 | Cc1n[nH]c(C)c1CCN(C)Cc1cn(C)nc1-c1ccccc1F | nt | 12% | -7.2% | -10% | -2% | -9% | 5% | ?

These rows are one share of the data; count on the stated rates, not on these rows.
